# TDP43 rescue = inhibitors of TDP-43 toxicity in yeast; AID 652104; Potency, µM (doses to about 46.1 µM), for the others: top-dose growth rescue (activation), actives largely listed as activators; TDP-43 expressing yeast growth rescue, BacTiter-Glo, 24 h; 1.8% of 410,000 active; further: % of control where 0% means no effect; nearly all actives have a fitted effect of over 50% in size
#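 Readout is BacTiter-Glo luminescence of cell growth, so inhibitors register as activators. TDP-43-expressing yeast at OD600=0.02 in galactose medium, after raffinose pregrowth to mid-log, were incubated with compound for 24 hr at 30 deg C.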
# KB-3-1 tox = kills parental KB-3-1 adenocarcinoma cells; KB-3-1 viability, CellTiter-Glo ATP luminescence, 72 h; Potency, µM (doses to about 46.1 µM), for inactives: top-dose activity change, negative = cytotoxic, hits mostly cytotoxic; 1.4% of 400,000 active; AID 1347075; further: on the % scale 0 is the no-effect control and ±100 the full control effect; nearly all actives have a fitted effect of over 60% in size
#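 Luminescent ATP read-out (CellTiter-Glo) measures survival of drug-naive KB-3-1 cells after 72 h compound exposure at 37 °C. Titration series was screened from lowest to highest concentration, with DMSO vehicle plates as background controls.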
# SW480 rereplic = induces DNA re-replication in SW480 colon adenocarcinoma cells. 1.8% of 340,000 active. SW480 DNA re-replication, Hoechst DNA content imaging, 48 h. AID 624297. Potency, µM (titrated, usually from 46.1 µM), for the others: at the top dose re-replication activation, most hits filed as activators; further: % of control where 0% means no effect; nearly all actives have a fitted effect of over 55% in size
#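 250 cells/well; 23 nL cpd via pin tool; 48 hr, 37 C, 5% CO2; Hoechst 40 min; imager read of total nuclear intensity, ex 405/em 500-530 nm.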
# KB-V1 cytotox = kills drug-selected multidrug resistant KB-V1 cells; 3.4% of 400,000 active; KB-V1 MDR cells viability, CellTiter-Glo, 72 h; AID 1347076; Potency, µM (titrated, usually from 46.1 µM), for the others: top-dose activity change, negative = cytotoxicity, most hits filed as cytotoxic; further: on the % scale 0 is the no-effect control and ±100 the full control effect; nearly all actives have a fitted effect of over 60% in size
#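 Compound-treated KB-V1 multidrug-resistant cells, 72 h, 37 degrees C; viability by CellTiter-Glo. Fitted qHTS curves give the values.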
# GLP1R ag = GLP-1 receptor (human) agonism | AID 624172 | 0.007% of 380,000 active | Potency, µM (titrated, usually from 45.6 µM), for inactives: at the top dose activation, actives largely listed as activators | HEK293 GLP-1R CRE-luciferase, luminescence, 4-6 h; cells express a hypersensitive GLP-1R form | P43220; further: % of control where 0% means no effect
# Target sequence (P43220 whole entry, looked up): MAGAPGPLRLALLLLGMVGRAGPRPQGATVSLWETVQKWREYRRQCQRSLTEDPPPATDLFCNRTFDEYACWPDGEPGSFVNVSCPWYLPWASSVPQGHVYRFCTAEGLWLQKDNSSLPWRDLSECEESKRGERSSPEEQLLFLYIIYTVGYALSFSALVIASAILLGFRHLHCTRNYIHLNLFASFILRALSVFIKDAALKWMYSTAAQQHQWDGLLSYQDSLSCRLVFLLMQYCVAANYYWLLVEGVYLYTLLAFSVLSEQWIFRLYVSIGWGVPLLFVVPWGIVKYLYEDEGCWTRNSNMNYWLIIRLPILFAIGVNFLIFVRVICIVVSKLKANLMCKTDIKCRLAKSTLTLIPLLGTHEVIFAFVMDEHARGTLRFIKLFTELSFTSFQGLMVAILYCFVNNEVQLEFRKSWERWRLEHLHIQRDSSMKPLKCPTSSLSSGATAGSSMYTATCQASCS
# HT1080 IDH1KD tx = toxicity to HT-1080 IDH1 knockdown cells (counter line). Potency, µM (titrated, usually from 46.1 µM), for inactives: top-dose activity, negative = toxicity, actives largely listed as cytotoxic. 2% of 360,000 active. HT-1080 IDH1 knockdown viability, ATP luminescence, 48 h;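 further: 0% = DMSO wells and -100% = cell-free medium wells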
#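 Knockdown cells (IDH1KD HT-1080) received compounds 2 h after plating at 750 cells/well and were kept 48 h at 37 °C in 5% FBS RPMI. A CellTiter-Glo luminescence read gave % activity for curve fitting.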
# GLP1R cytotox = cytotoxic in the GLP-1 receptor inverse agonist counter-screen. Potency, µM (highest dose often 38.3 µM), inactives show at the top dose activity change, negative = inhibition, most hits filed as inhibitors. AID 624418. 0.13% of 410,000 active. HEK293 cAMP-luciferase reporter cells, luminescence, 24 h;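 further: loss of luciferase light is scored as toxicity; on the % scale 0 is the no-effect control and ±100 the full control effect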
#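 Quantitative HTS format, 1536 wells, 200 cells/uL seeded. Compounds: 23 nL, 24 h, 37 °C. Detection: luciferase reagent, luminescence at 12 min RT; decreased signal taken as cytotoxic.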
# GLP-1R inv ag = acts as inverse agonist at human GLP-1 receptor. Potency, µM (titrated, usually from 38.3 µM), without a hit: top-dose activity change, negative = inhibition, actives largely listed as inhibitors. 1.6% of 410,000 active. HEK293 GLP-1R CRE-luciferase, luminescence, 24 h; GLP-1R form is constitutively active; further: on the % scale 0 is the no-effect control and ±100 the full control effect; nearly all actives have a fitted effect of over 55% in size
#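 Inverse agonism was detected as reduced cAMP-driven luciferase luminescence after 24 h compound treatment. The cells were HEK293 clones expressing constitutively active human GLP-1R with the reporter. Reporter-only and GPR119 cell lines served as counterscreen controls.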
# HT1080NT lethal = kills 2HG-producing HT-1080-NT fibrosarcoma cells | Potency, µM (top dose mostly 46.1 µM), without a hit: at the highest dose activity, negative = less viability, hits mostly cytotoxic | 1.6% of 360,000 active | HT-1080-NT fibrosarcoma viability, CellTiter-Glo ATP luminescence, 48 h;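 further: NT is the 2HG producing partner of a matched IDH1 knockdown line; 0% = DMSO-treated cells and -100% = media-only wells without cells; nearly all actives have a fitted effect of over 55% in size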
#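 Read-out is CellTiter-Glo luminescence after 10 minutes at room temperature, following 48 hours' compound treatment of HT-1080-NT cells (750 cells/well, RPMI, 5% FBS, 37 degrees C).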
# The depositor's hits bear a star; ? = inconclusive; nt = not tested or not shown; [ ] = remark or other dose. The call rests on the fitted dose curve; in most records, active means well fitted curve in the direction sought with a large enough effect; inconclusive means small, poorly fitted or top-dose-only effect, or another doubt; inactive means no such curve, though single readings can be large; an effect the other way counts as inactive or inconclusive. Potency means the concentration at half of the fitted maximal effect.
compound	HT1080NT lethal	TDP43 rescue	KB-V1 cytotox	HT1080 IDH1KD tx	SW480 rereplic	KB-3-1 tox	GLP-1R inv ag	GLP1R cytotox	GLP1R ag
Cc1cccnc1CNC(=O)C1CCC(=O)N(CCc2cccc(F)c2)C1 (configuration not stated)	2%	6%	-14%	15%	25%	2%	6%	3%	0%
CCOc1ccc(S(=O)(=O)N2CCC(C(=O)N3CCCCCC3)CC2)cc1C	0%	10%	?	-2%	24%	-19%	-17%	4%	6%
COc1cc(CNc2ccc3[nH]c(=O)[nH]c3c2)ccc1OCc1ccccc1C	-20%	-2%	-2%	-13%	8%	-6%	35%[activator]	-14%	15%
COC(=O)c1ccc(C2/C(=C(\O)c3ccc(OC)c(C)c3)C(=O)C(=O)N2c2cc(C)on2)cc1 (configuration not stated)	1%	-8%	25%	0%	-3%	-2%	2%	63%[activator]	-4%
CCc1ccccc1Nc1nn2c(=O)c3ccc(C(=O)NCCc4ccccc4)cc3nc2s1	nt	12%	1%	nt	nt	-2%	-3%	7%	3%
CCOc1ccc(CCNC(=O)c2cc(=O)[nH]c3ccc(S(=O)(=O)N(CC)CC)cc23)cc1OCC	-3%	-21%	nt	-15%	10%	nt	13%	14%	14%
Cc1ccc(NC(=O)COC(=O)c2ccco2)cc1C	15%	11%	6%	5%	0%	4%	20%	-10%	-3%
O=C(N/N=C/c1ccco1)C1CC1c1ccccc1 (configuration not stated)	10%	12%	?	-1%	-2%	15%	3%	9%	1%
CCN(CC)C(=O)C1=C(C)N(CCC2=CCCCC2)C(=O)C(CC(=O)NCc2cccc3ccccc23)C1 (configuration not stated)	?	27%	?	?	nt	?	?	-16%	6%
COc1ccc2c(c1)c1ncn(CCCN3CCOCC3)c(=O)c1n2C	-12%	-14%	0%	?	0%	6%	0%	9%	?
Cn1cc(CCC(=O)NCc2cccc(Cl)c2)c2ccccc21	-18%	?	-6%	-5%	-7%	0%	?	4%	6%
NS(=O)(=O)c1ccc(N/N=C/c2ccncc2)cc1	9%	-6%	?	6%	6%	5%	12%	6%	14%
CCOc1ccc(NC(=O)CC2NCCNC2=O)cc1 (configuration not stated)	8%	-9%	24%	10%	-4%	0%	-23%	-1%	-13%
CCN(CC)CCOc1c(C)cccc1Cl	-1%	-9%	21%	8%	-21%	2%	5%	-1%	2%
CCN(CC)CCn1c2ccccc2c2nc(C)sc21	5%	-2%	-12%	6%	4%	6%	?	-24%	-3%
COc1ccc(-c2ccnc(SCC(=O)c3ccc(Cl)cc3)n2)cc1	2%	0%	?	8%	-2%	-1%	11%	2%	1%
O=C(NCc1ccc(Cl)cc1)c1cnccn1	9%	3%	-2%	14%	-10%	17%	-1%	-3%	1%
COC(=O)C(NNc1ccccc1)(NC(=O)c1ccc(F)cc1)C(F)(F)F (configuration not stated)	-12%	13%	23µM*	?	1%	?	?	1%	4%
FC(F)(F)c1cccc(N2CCN(CC3CC=CCC3)CC2)c1 (configuration not stated)	-13%	-8%	5%	-9%	-1%[9.22 µM]	14%	?	-24%	-19%
CCn1nc(C)c(C2C(C#N)=C(N)Oc3n[nH]c(C)c32)c1C (configuration not stated)	12%	-26%	18%	9%	-3%	-3%	13%	15%	-2%
NC(=O)CC(NC(=O)Cc1ccc(Br)cc1)c1ccc(NCCc2ccc(Cl)cc2)c([N+](=O)[O-])c1 (configuration not stated)	-5%	-11%	5%	-3%	11%[9.22 µM]	-14%	2%	3%	-2%
COc1ccc(S(=O)(=O)NC(=O)C2(C)CCN2C(=O)C(C)(C)c2ccccc2)cc1 (configuration not stated)	2%	14µM*	5%	0%	nt	0%	13%	2%	4%
CC1CCCCC12NC(=O)N(CC(=O)Nc1cccnc1)C2=O (configuration not stated)	12%	5%	-7%	9%	nt	5%	8%	-5%	0%
Cc1nnc(SCCC(=O)Nc2ccccc2Cl)o1	21%	3%	25%	25%	-23%	-1%	8%	-1%	2%
CCOC(=O)c1cccc(NC(=O)c2cccs2)c1	3%	-17%	-15%	4%	-2%	-4%	15%	-22%	0%
CN(c1ccccc1)S(=O)(=O)c1ccc2c(c1)oc(=O)n2C	-4%	nt	-13%	-17%	?	-10%	-8%	1%	12%
CCCCNC1CCS(=O)(=O)C1 (configuration not stated)	-1%	-14%	10%	-8%	-1%	-3%	0%	4%	-5%
O=C(NNc1ccc(F)cc1F)C1CCC1	?	-12%	-3%	4.6µM*	?	-7%	?	?	0%
Cc1ccc(C(=O)O)cc1NCc1ccncc1	15%	-13%	0%	28%	2%	13%	12%	-2%	-3%
COC(=O)c1ccccc1NC(=O)NC1CCN(Cc2ccccc2)CC1	-5%	-7%	11%	0%	-2%	-6%	-3%	-10%	4%

# One compound at a time (already shown). Order of values: HT1080NT lethal	TDP43 rescue	KB-V1 cytotox	HT1080 IDH1KD tx	SW480 rereplic	KB-3-1 tox	GLP-1R inv ag	GLP1R cytotox	GLP1R ag
# CCCCNC1CCS(=O)(=O)C1 (configuration not stated) across the screens: -1%	-14%	10%	-8%	-1%	-3%	0%	4%	-5%
# COC(=O)c1ccc(C2/C(=C(\O)c3ccc(OC)c(C)c3)C(=O)C(=O)N2c2cc(C)on2)cc1 (configuration not stated) across the screens: 1%	-8%	25%	0%	-3%	-2%	2%	63%[activator]	-4%
# CCN(CC)C(=O)C1=C(C)N(CCC2=CCCCC2)C(=O)C(CC(=O)NCc2cccc3ccccc23)C1 (configuration not stated) across the screens: ?	27%	?	?	nt	?	?	-16%	6%
# CCN(CC)CCOc1c(C)cccc1Cl across the screens: -1%	-9%	21%	8%	-21%	2%	5%	-1%	2%
# CCn1nc(C)c(C2C(C#N)=C(N)Oc3n[nH]c(C)c32)c1C (configuration not stated) across the screens: 12%	-26%	18%	9%	-3%	-3%	13%	15%	-2%

# Next section:
compound	HT1080NT lethal	TDP43 rescue	KB-V1 cytotox	HT1080 IDH1KD tx	SW480 rereplic	KB-3-1 tox	GLP-1R inv ag	GLP1R cytotox	GLP1R ag
CCOC(=O)CNC(=S)N(Cc1ccccc1)Cc1cccnc1	-5%	10%[9.22 µM]	?	-12%	-3%	-2%	3%	0%	4%
CC(C)=CCC/C(C)=C/CNC(=O)CC1C[C@H](C(=O)N(C(C)C)C(C)C)[C@@]2(C)c3[nH]c4ccccc4c3CCN2C1=O (some centres not stated)	-1%	-5%	-1%	-1%	-66%	0%	8%	2%	5%
Cc1nc(-c2ccc([N+](=O)[O-])cc2)c(-c2ccccc2)o1	-24%	?	-4%	-22%	-5%	-3%	149%[activator]	6%	?
CC(=O)c1c(C)nc2ccccc2c1N	-1%	-3%	46%	1%	2%	7%	-1%	12%	-14%
O=C(O)CCCNC(=O)/C(=C\C=C\c1ccccc1)NC(=O)c1ccccc1Cl	-2%	-16%	12%	13%	-3%	?	-2%	-12%	1%
CCOC(=O)Cc1csc(NC(=O)c2c(O)c3ccccc3n(CC(C)C)c2=O)n1	0%	-4%	9%	12%	2%	12%	-3%	6%	-12%
Cc1cccc(CN2CCC(C(=O)Nc3ccc(Oc4cccnc4)cc3)CC2)c1	-5%	29%	nt	2%	-4%	nt	?	-1%	-11%
Cc1noc(C)c1COC(=O)/C=C/c1ccccc1Cl	19%	-12%	-3%	13%	-12%	2%	21%	-5%	22%
Cc1ccc(OCCSc2nc(-c3ccccc3C)nc3cc(=O)[nH]n23)cc1Cl	nt	-1%	-1%	nt	nt	-18%	?	-12%	nt
COc1ccccc1NC(=O)Nc1nc(C(N)Cc2ccc(C(F)(F)F)cc2)cs1 (configuration not stated)	nt	?	0%	nt	nt	?	?	-6%	-5%
CN(C(=O)c1ccc2c(c1)C(=O)N(CCC1=CCCCC1)C2=O)C1CCCCC1	-20%	22µM*	18%	-18%	-4%	10%	?	3%	16%
CCCCCC(=O)N1CC2(CC(c3cccc(NC(=O)COc4ccc(Cl)cc4)c3)=NO2)C[C@@H]1C(N)=O (some centres not stated)	-29%	-13%	1%	-29%	1%	?	?	-27%	-1%
CCN(CC)C(=S)NC(=O)c1ccc(F)cc1	-2%	-12%	-2%	1%	-74%[inhibitor]	3%	?	3.5µM*	7%
Cc1ccc2ncnc(-c3ccccc3)c2c1	-10%	0%	7%	-14%	0%	-1%	16%	4%	12%
Cc1ccc(Cl)cc1N1CCN(C(=O)c2cc(S(=O)(=O)N3CCCCCC3)cn2C)CC1	nt	?	-25%	nt	nt	10%	?	-10%	-4%
Cn1cc(Br)cc2nc(C(F)(F)F)nc1-2	0%	-6%	-8%	0%	0%	-3%	-2%	-1%	-2%
O=C(O)Cc1ccc(NC(=O)C2CCCCC2C(=O)O)cc1 (configuration not stated)	10%	7%	5%	1%	-2%	0%	3%	-6%	-6%
COc1ccccc1/C=C1\SC(=S)N(CCC(=O)NCCCn2ccnc2)C1=O	16%	7%	-7%	?	-5%	-1%	10%	2%	6%
COc1ccc(NC2CC(=O)N(CCc3ccccc3)C2=O)cc1 (configuration not stated)	8%	9%	-2%	11%	-2%	5%	-10%	-7%	3%
c1ccc(OCCNc2ccn3nc(-c4ccc(OCCN5CCOCC5)cc4)cc3n2)cc1	?	29%	?	?	nt	?	?	-29%	-14%
CC(C)C[C@H](NC(=O)OCC1c2ccccc2-c2ccccc21)C(=O)O	11%	19%	5%	7%	12%	0%	?	-2%	-3%
Cc1ccc(CSc2nc3nc(C)cc(C)c3c(=O)[nH]2)cc1	-22%	-15%	2%	-19%	0%	14%	4%	-4%	18%
CCc1ccc(NC2=CC(=O)CC(C)(C)C2)cc1	12%	3%	-5%	-2%	-2%	1%	8%	1%	6%
Cc1ccccc1OCC(O)Cn1c(N2CCCCC2)nc2c1c(=O)[nH]c(=O)n2C (configuration not stated)	2%	-5%	0%	-3%	3%	21%	-6%	-6%	4%

# Compound activity: PubChem, National Center for Advancing Translational Sciences (NCATS)
